Screening data (PubChem BioAssay)
Pf Dd2 inh: P. falciparum Dd2 growth inhibition; 94,000 tested, 2.3% active; SYBR Green, 72 h; stronger effect = lower value; activity change, % at 10 µM; in the data active = activity change below about -80%; inconclusive = no clear call, values can overlap the other calls
C diff HTS: C. difficile growth inhibition; growth activity, negative = inhibition, % at 16 µg/mL (by protocol); 86,000 tested, 0.25% active; Clostridium difficile clinical isolate growth, OD600, 24 h; stronger effect = lower value;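 active = mean growth activity at or below -80% and every replicate also at or below -80%; inconclusive = mean at or below -80% but some replicate above -80%; inactive = mean growth activity above -80%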;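 note: 0% = DMSO wells and -100% = levofloxacin 16 µg/mL wells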
GASC1 inh: KDM4C (human) demethylase inhibition | Q9H3R0 | GST-KDM4C 2-372, H3K9me3 peptide, LANCE TR-FRET | inhibition, % at 12.5 µM | 96,000 tested, 0.15% active;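 active = mean replicate inhibition above about 25%, with at least 55% of replicates also reaching it, limit read from the data, passing the limit was not always enough; inconclusive = only one of those two conditions met; inactive = neither condition met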
Target sequence (Q9H3R0 2-372 limits assumed): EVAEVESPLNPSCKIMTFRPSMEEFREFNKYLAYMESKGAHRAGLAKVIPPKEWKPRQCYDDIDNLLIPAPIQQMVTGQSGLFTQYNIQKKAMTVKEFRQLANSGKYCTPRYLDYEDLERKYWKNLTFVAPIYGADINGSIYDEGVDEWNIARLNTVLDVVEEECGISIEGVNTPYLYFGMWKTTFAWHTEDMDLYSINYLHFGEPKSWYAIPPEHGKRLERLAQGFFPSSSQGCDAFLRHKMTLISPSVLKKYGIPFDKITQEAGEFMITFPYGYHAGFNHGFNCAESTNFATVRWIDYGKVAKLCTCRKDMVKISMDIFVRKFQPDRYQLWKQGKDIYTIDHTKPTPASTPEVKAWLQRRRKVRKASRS
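System: N-terminal GST-fused human GASC-1 (KDM4C) fragment, residues 2-372; amount: enzyme final amount 10 nM; incubation: reaction 30 min RT, detection step 1 h RT; medium: HEPES buffer, pH 7.5, plus ascorbate; technique: LANCE TR-FRET, Eu antibody, ULight-streptavidin, EDTA, ex 340 nm, em 618/671 nm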
Tcruzi prolif: T. cruzi proliferation inhibition | 77,000 tested, 5.9% active | T. cruzi beta-gal in NIH3T3, GalScreen luminescence, 90 h | inhibition, % at 8.34 µM | AID 624255;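 active = mean inhibition above about 93%, with at least 55% of replicates each passing it, limit read from the data, passing the limit was not always enough; inconclusive = only one of those two conditions holds; inactive = neither condition holds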
Numbers without * were called inactive; ? = inconclusive; nt = no result given; & = joins results of further samples. No enrichment for hits; any-hit rate near 6.8%.

SMILES	Pf Dd2 inh	C diff HTS	GASC1 inh	Tcruzi prolif
CC(=O)N(C)C[C@@H]1Oc2ncc(-c3ccccc3C)cc2C(=O)N([C@H](C)CO)C[C@H]1C	38	-1	10.0	-38
C[C@H](CO)N1C[C@H](C)[C@H](CN(C)C(=O)CCCN(C)C)OCCCC[C@H](C)Oc2ccc(NS(=O)(=O)c3ccccc3)cc2C1=O	37	1	-0.6	50
CC(=O)NC[C@@H]1[C@H](c2ccc(-c3ccccc3)cc2)[C@H](CO)N1C(=O)C1CC1	-3	0	-1.0	70
COCc1cn(CC[C@H]2CC[C@H](NC(=O)Cc3cccnc3)[C@@H](CO)O2)nn1	11	5	-1.7	-37
C[C@@H]1CCCCO[C@@H](CN(C)C(=O)NC2CCCCC2)[C@H](C)CN([C@H](C)CO)C(=O)c2cc(NS(=O)(=O)c3ccc(F)cc3)ccc2O1	-8	0	-1.6	78
C[C@@H]1CN([C@@H](C)CO)S(=O)(=O)c2ccc(C#CCC3CCCC3)cc2O[C@@H]1CN(C)C(=O)CC1CC1	-48	15	-3.5	120*
COc1cccc(NC(=O)N(C)C[C@@H]2OCc3cn(nn3)CCCC(=O)N([C@H](C)CO)C[C@H]2C)c1	-12&-2	nt	-1.3	-15&-26
C[C@H]1CN([C@@H](C)CO)C(=O)c2cccc(N(C)C)c2O[C@H]1CN(C)S(=O)(=O)c1cn(C)cn1	12	-8	-0.6	-28
C[C@@H]1CCCCO[C@H](CN(C)C(=O)CCCN(C)C)[C@@H](C)CN([C@@H](C)CO)C(=O)c2cc(NC(=O)Nc3ccc(C(F)(F)F)cc3)ccc2O1	-16	nt	7.6	29
CC(C)NC(=O)N(C)C[C@H]1Oc2ncc(-c3cncnc3)cc2C(=O)N([C@@H](C)CO)C[C@H]1C	31	0	-2.1	nt
O=C(N[C@H]1CC[C@@H](CCn2cc(-c3ccccn3)nn2)O[C@H]1CO)c1cccnc1	-9	3	1.7	2
C[C@H]1CCCCO[C@H](CN(C)C(=O)Nc2ccc(F)cc2)[C@@H](C)CN([C@@H](C)CO)C(=O)c2cc(NS(C)(=O)=O)ccc2O1	-9	4	0.4	71
C[C@@H]1CCCCO[C@@H](CN(C)C(=O)Nc2cccc3ccccc23)[C@@H](C)CN([C@@H](C)CO)C(=O)c2cc(N(C)C)ccc2O1	-76	2	-1.9	57
CN(C)C(=O)C[C@H]1CC[C@@H]2[C@H](COC[C@@H](O)CN2CC2CC2)O1	11	nt	0.3	9
COC(=O)C[C@@H]1CC[C@@H]2[C@@H](COc3ccc(NC(=O)c4cnccn4)cc3C(=O)N2C)O1	-9	-3	0.1	-2
O=C1[C@@H](Cc2ccccc2)CCn2cc(nn2)COCC2CCCN12 (stereo partly drawn)	nt	-2	-1.4	nt
COCC(=O)Nc1ccc2c(c1)[C@H]1C[C@H](CC(=O)N(C)C)O[C@H](CO)[C@H]1O2	16	1	4.4	8
CC(=O)N1[C@@H]2c3cccc(=O)n3C[C@@H]2[C@@H](CO)[C@@H]1C(=O)NCc1ccccc1	19	-3	nt	nt
Cc1ccc(S(=O)(=O)NCC[C@@H]2CC[C@H](NC(=O)NC(C)C)[C@H](CO)O2)cc1	-8	1	0.1	-162
C[C@H](CO)N1C[C@H](C)[C@@H](CN(C)CC2CCCCC2)Oc2ccc(NC(=O)Nc3cccc4ccccc34)cc2C1=O	7	nt	-1.9	-128
C[C@@H]1CN([C@H](C)CO)S(=O)(=O)c2ccc(-c3cccnc3)cc2O[C@@H]1CN(C)C(=O)c1cccc(F)c1	-18	1	-0.7	39
CCCNC(=O)N1C[C@H](C)[C@@H](OC)CN(C)C(=O)c2cc(NC(=O)C3CCC3)ccc2OC[C@@H]1C	nt	nt	1.3	-11
CN(C)Cc1cn(CC[C@H]2CC[C@H](N)[C@@H](CO)O2)nn1	26	nt	4.0	-6
Cc1ccc(OC(=O)N(C)C[C@@H]2OCc3ccccc3-c3ccccc3C(=O)N([C@@H](C)CO)C[C@@H]2C)cc1	4	nt	6.3	-401
O=C(C[C@H]1C[C@H]2c3cc(NC(=O)CC4CC4)ccc3O[C@H]2[C@H](CO)O1)NCc1cc(F)ccc1F	11	1	-0.9	-49
O=C(N[C@@H]1CC[C@H](CC(=O)N2CCOCC2)O[C@H]1CO)c1cccc(F)c1	19	nt	-0.7	-7
CC(C)CC#Cc1cnc2c(c1)C(=O)N([C@@H](C)CO)C[C@@H](C)[C@@H](CN(C)C(=O)Nc1cc(F)ccc1F)O2	-57	3	-1.3	?
CCC(=O)N1CC2(C1)CN(C(C)=O)[C@@H](CO)c1[nH]c3cc(OC)ccc3c12	18	-3	0.5	nt
COc1ccc(C#Cc2ccc3c(c2)O[C@@H](CN(C)S(=O)(=O)c2ccccc2F)[C@@H](C)CN([C@@H](C)CO)S3(=O)=O)cc1	-90*	2	-9.3	nt
COc1ccc(-c2cnc3c(c2)C(=O)N([C@H](C)CO)C[C@H](C)[C@@H](CN(C)Cc2ccc(C(=O)O)cc2)O3)cc1	23	-1	0.8	-147
C[C@@H]1CN([C@H](C)CO)C(=O)Cc2cc(NC(=O)C3CC3)ccc2O[C@@H]1CN(C)Cc1ccc(C(=O)O)cc1	17	1	-0.9	8
C[C@@H]1CCCCO[C@H](CN(C)Cc2ccc(C(F)(F)F)cc2)[C@H](C)CN([C@@H](C)CO)C(=O)c2cc(NS(=O)(=O)c3ccc(F)cc3)ccc2O1	-56	5	0.1	24
O=C(C[C@H]1C[C@@H]2c3cc(NC(=O)NC4CCCCC4)ccc3O[C@@H]2[C@@H](CO)O1)NCCc1ccccc1	-14	nt	-0.3	21
C[C@H]1CCCCO[C@H](CN(C)Cc2ccccc2)[C@@H](C)CN([C@@H](C)CO)C(=O)c2cc(NC(=O)Nc3ccc4c(c3)OCO4)ccc2O1	-71	6	1.1	87
C[C@H]1CCCCO[C@@H](CN(C)C)[C@@H](C)CN([C@@H](C)CO)C(=O)c2cc(NS(=O)(=O)c3cn(C)cn3)ccc2O1	20	10	3.9	11
CN(C)C(=O)c1cccc(-c2ccc([C@H]3[C@@H](C#N)N(C(=O)C4CCC4)[C@@H]3CO)cc2)c1	-1	-2	-4.0	95
C[C@@H]1CN([C@H](C)CO)S(=O)(=O)c2ccc(-c3cccnc3)cc2O[C@@H]1CN(C)C(=O)NC1CCCC1	20	2	-2.1	nt
CN1C(=O)c2cc(NC(=O)c3ccc(F)cc3)ccc2OC[C@@H]2O[C@H](CC(=O)N3CCOCC3)CC[C@H]21	2	-7	-0.1	8
CC(C)CC#Cc1ccc([C@H]2[C@@H](CO)N3C(=O)CN(C(=O)NC4CCCC4)C[C@@H]23)cc1	-27	-24	16	nt
C[C@H](CO)N1C[C@H](C)[C@@H](CN(C)S(=O)(=O)c2ccc(Oc3ccccc3)nc2)OCc2cnnn2CCCC1=O	-10	nt	nt	23

Four of the entries above in order of the GASC1 inh value, highest first:
mol	GASC1 inh
CN1C(=O)c2cc(NC(=O)c3ccc(F)cc3)ccc2OC[C@@H]2O[C@H](CC(=O)N3CCOCC3)CC[C@H]21	-0.1
O=C(N[C@@H]1CC[C@H](CC(=O)N2CCOCC2)O[C@H]1CO)c1cccc(F)c1	-0.7
C[C@@H]1CN([C@H](C)CO)S(=O)(=O)c2ccc(-c3cccnc3)cc2O[C@@H]1CN(C)C(=O)NC1CCCC1	-2.1
COc1ccc(C#Cc2ccc3c(c2)O[C@@H](CN(C)S(=O)(=O)c2ccccc2F)[C@@H](C)CN([C@@H](C)CO)S3(=O)=O)cc1	-9.3

2 compounds drawn at random from the list so far:
SMILES	Pf Dd2 inh	C diff HTS	GASC1 inh	Tcruzi prolif
C[C@@H]1CN([C@H](C)CO)S(=O)(=O)c2ccc(-c3cccnc3)cc2O[C@@H]1CN(C)C(=O)c1cccc(F)c1	-18	1	-0.7	39
CN1C(=O)c2cc(NC(=O)c3ccc(F)cc3)ccc2OC[C@@H]2O[C@H](CC(=O)N3CCOCC3)CC[C@H]21	2	-7	-0.1	8

Following part:
SMILES	Pf Dd2 inh	C diff HTS	GASC1 inh	Tcruzi prolif
Cc1noc(C)c1NC(=O)N(C)C[C@H]1OCCCC[C@H](C)Oc2ccc(NS(=O)(=O)c3cccs3)cc2C(=O)N([C@H](C)CO)C[C@@H]1C	-5	-2	2.5	17
C[C@@H]1CCCCO[C@@H](CN(C)S(=O)(=O)c2ccc(Cl)cc2)[C@@H](C)CN([C@@H](C)CO)C(=O)c2cc(NC(=O)CCC(F)(F)F)ccc2O1	?	0	-0.7	58
C[C@H]1CN([C@@H](C)CO)S(=O)(=O)c2ccc(Br)cc2O[C@@H]1CN(C)S(=O)(=O)c1ccccc1F	-35	3	-0.4	87
Cc1noc(C)c1NC(=O)N(C)C[C@@H]1Oc2ccc(NC(=O)Nc3ccc(F)cc3)cc2CC(=O)N([C@@H](C)CO)C[C@@H]1C	16	-1	-0.1	-25
O=C(C[C@H]1C[C@@H]2c3cc(NC(=O)C4CCC4)ccc3O[C@@H]2[C@H](CO)O1)NC1CCCC1	5	-5	2.0	1
C/C=C/c1ccc([C@H]2[C@@H](C#N)N(c3ncc(CC)s3)[C@H]2CO)cc1	8	0	-0.9	101*
O=C([C@H]1[C@H](CO)[C@H]2Cn3c(ccc(-c4ccc(F)cc4)c3=O)[C@H]2N1Cc1cocn1)N1CCCCC1	-3	2	5.6	56
CN(C)CC(=O)N1[C@H](CO)[C@H](c2ccc(-c3ccccc3F)cc2)[C@@H]1C#N	13	2	2.0	19
C[C@H]1CN([C@@H](C)CO)C(=O)c2cc(NC(=O)Nc3ccc(F)cc3)ccc2O[C@@H]1CN(C)Cc1ccc(Cl)c(Cl)c1	3	-3	-1.0	29
C[C@@H]1CN([C@@H](C)CO)C(=O)c2cc(C#Cc3cccc(F)c3)cnc2O[C@@H]1CN(C)C(=O)c1ccccc1F	-72	-9	14	94
COc1ccc(S(=O)(=O)N(C)C[C@@H]2Oc3ccc(NS(=O)(=O)c4c(C)noc4C)cc3C(=O)N([C@@H](C)CO)C[C@H]2C)cc1	-37	2	-0.2	-5
CCCc1cn(CC[C@H]2CC[C@H](NC(=O)C3CC3)[C@@H](CO)O2)nn1	6	3	-1.0	nt
Cc1ccc(S(=O)(=O)N(C)C[C@H]2Oc3ccc(NS(=O)(=O)c4ccccc4)cc3CC(=O)N([C@H](C)CO)C[C@@H]2C)cc1	-47	2	3.3	4
Cc1ccc(S(=O)(=O)Nc2ccc3c(c2)C(=O)N([C@H](C)CO)C[C@@H](C)[C@@H](CN(C)Cc2ccncc2)OCCCC[C@H](C)O3)cc1	-63	nt	0.0	-77
CCNC(=O)C[C@H]1CC[C@@H](NS(=O)(=O)c2ccc(F)cc2)[C@@H](CO)O1	2	0	-1.7	nt
C[C@H](NC(=O)C[C@H]1CC[C@@H]2[C@H](COC[C@@H](O)CN2C(=O)Nc2ccccc2)O1)c1ccccc1	-5	nt	-1.6	-12
O=C(C[C@H]1C[C@H]2c3cc(NC(=O)CC4CC4)ccc3O[C@H]2[C@H](CO)O1)NCc1ccncc1	24	1	-0.5	14
COc1ccccc1-c1cn(CC[C@H]2CC[C@@H](NC(=O)Cc3ccccn3)[C@H](CO)O2)nn1	3	0	0.9	26
CCC(=O)Nc1ccc2c(c1)C(=O)N(C)C[C@@H](OC)[C@@H](C)CN(C(=O)CC)[C@@H](C)CO2	-39	nt	3.9	2
Cc1noc(C)c1NC(=O)Nc1ccc2c(c1)C(=O)N([C@@H](C)CO)C[C@H](C)[C@H](CN(C)S(=O)(=O)c1cccs1)O2	20	nt	2.1	-38

Some entries already given, limited to C diff HTS, Pf Dd2 inh and Tcruzi prolif:
SMILES	C diff HTS	Pf Dd2 inh	Tcruzi prolif
CC(C)NC(=O)N(C)C[C@H]1Oc2ncc(-c3cncnc3)cc2C(=O)N([C@@H](C)CO)C[C@H]1C	0	31	nt
O=C(N[C@H]1CC[C@@H](CCn2cc(-c3ccccn3)nn2)O[C@H]1CO)c1cccnc1	3	-9	2

Carrying on:
SMILES	Pf Dd2 inh	C diff HTS	GASC1 inh	Tcruzi prolif
C[C@H]1CN([C@@H](C)CO)C(=O)c2cc(N(C)C)ccc2O[C@H]1CN(C)S(=O)(=O)c1ccc(Cl)cc1	-19	-2	3.0	nt
C[C@H](CO)N1C[C@H](C)[C@H](CN(C)C(=O)C2CCOCC2)Oc2cc(C3=CCCCC3)ccc2S1(=O)=O	-9	2	-0.5	nt
CC(C)NC(=O)N(C)C[C@@H]1Oc2ccc(NC(=O)Nc3ccc4c(c3)OCO4)cc2C(=O)N([C@@H](C)CO)C[C@H]1C	13	nt	-4.8	13
C[C@@H]1CN([C@@H](C)CO)C(=O)c2cc(NS(=O)(=O)c3cn(C)cn3)ccc2O[C@@H](C)CCCCO[C@@H]1CN(C)C(=O)Nc1cccc2ccccc12	-59	8	2.6	10
